RGS8-Gao reg: regulators of human RGS8-Galphao interaction | P09471 | multiplexed bead flow cytometry, RGS8-Galphao binding; actives lie on both sides | response (percent of control binding), % at 10 µM | hit rate 0.34% among 220,000 | AID 1423; in the data active = response below about 60% or above about 140%; inactive = in between;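 note: Galphao activated as the GDP aluminium fluoride complex binding bead-coupled RGS8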
GSH fluor: compound fluoresces at 488/530 nm on GSH beads. GSH beads flow cytometry, compound fluorescence 488/530 nm; hits give high values. fluorescence (KMESF) at 10 µM. hit rate 0.25% among 190,000. AID 1776; in the data active = fluorescence above about 89;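 note: glutathione beads carrying GST-tagged Bcl family fusion proteins plus one bare bead set; values are compound well signal with DMSO vehicle wells as background; inactives centre near 16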
Bim-Bcl-W: inhibitors of Bim-Bcl-W interaction, human | Q92843 | bead-based flow cytometry, Bim peptide-Bcl-W binding | inhibition, % at 10 µM | hit rate 0.02% among 190,000 | AID 952;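 note: 0% = bound tracer without compound and 100% = peptide blocker; higher means less fluorescent Bim peptide bound to Bcl-W beads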
RGS4-Gao reg: modulates binding of RGS4 to human Galphao. P09471. Multiplexed bead flow cytometry; actives lie on both sides. binding response (% of control), % at 10 µM. hit rate 0.33% among 220,000; in the data active = binding response below about 49% or above about 150%; inactive = in between;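 note: fluorescent Galphao activated with aluminum fluoride binding bead-coupled RGS4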
Bim-Bcl-XL: human Bim-Bcl-XL interaction inhibition; Bim peptide-Bcl-XL binding, bead flow cytometry, fluorescence; inhibition, % at 10 µM; hit rate 0.04% among 190,000; AID 1007
Target sequence (Q07817 whole entry, looked up): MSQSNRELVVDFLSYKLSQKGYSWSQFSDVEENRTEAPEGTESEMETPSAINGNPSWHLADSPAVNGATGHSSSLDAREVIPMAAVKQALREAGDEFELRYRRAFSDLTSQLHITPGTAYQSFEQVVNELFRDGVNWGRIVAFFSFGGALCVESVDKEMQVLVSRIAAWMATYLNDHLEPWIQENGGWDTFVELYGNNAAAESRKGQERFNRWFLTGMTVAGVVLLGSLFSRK
Bfl-1 Bim block: inhibitors of Bim-Bfl-1 interaction, human; Bead-based flow cytometry, Bim-Bfl-1 binding inhibition; inhibition, % at 10 µM; hit rate 0.12% among 190,000;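 note: 0% = wells without compound plus tracer and 100% = blocker peptide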
Bim-Bcl-2: disrupts Bim peptide binding to human Bcl-2. P10415. Bead-based flow cytometry, Bim peptide-Bcl-2 binding. inhibition, % at 10 µM. hit rate 0.06% among 190,000. AID 950; in the data active = inhibition above about 40%; inconclusive = no clear call, values can overlap the other calls;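 note: 0% = no compound wells with probe peptide and 100% = reference peptide inhibitor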
ABCG2 block: human ABCG2 inhibition, ABCB1 as counter-screen; Q9UNQ0; IgMXP3 cells, JC-1 efflux, flow cytometry; inhibition, % at 6.6 µM; hit rate 0.1% among 190,000;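 active = inhibition above 80%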;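 note: 0% = DMSO and 100% = nicardipine control wells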
Target sequence (Q9UNQ0 whole entry, looked up): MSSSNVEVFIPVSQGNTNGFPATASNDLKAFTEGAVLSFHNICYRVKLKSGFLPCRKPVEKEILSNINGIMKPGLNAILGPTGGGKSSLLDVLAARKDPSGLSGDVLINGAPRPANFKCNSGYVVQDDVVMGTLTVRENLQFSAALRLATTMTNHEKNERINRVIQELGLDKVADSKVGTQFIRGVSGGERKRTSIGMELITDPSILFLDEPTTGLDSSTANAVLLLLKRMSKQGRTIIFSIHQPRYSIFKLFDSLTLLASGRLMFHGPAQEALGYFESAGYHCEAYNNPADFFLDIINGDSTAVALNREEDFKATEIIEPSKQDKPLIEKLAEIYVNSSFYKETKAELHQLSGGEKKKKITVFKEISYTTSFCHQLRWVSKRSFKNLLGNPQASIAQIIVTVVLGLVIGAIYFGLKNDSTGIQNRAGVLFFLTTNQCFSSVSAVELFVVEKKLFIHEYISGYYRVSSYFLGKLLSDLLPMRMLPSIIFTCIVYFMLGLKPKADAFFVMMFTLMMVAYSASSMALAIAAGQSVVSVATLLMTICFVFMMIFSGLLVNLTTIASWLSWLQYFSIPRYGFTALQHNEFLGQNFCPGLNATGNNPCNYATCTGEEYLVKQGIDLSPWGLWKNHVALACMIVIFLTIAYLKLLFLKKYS
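Times: 10 min at 25 °C | Test system: Two drug-resistant human cell lines, ABCG2 and ABCB1 | Quantity: 3 million cells/mL final, two lines in 1:1 ratio | Signal: Flow cytometry, 530 nm JC-1 signal | Dosing: Compound at 6.6 µM | Controls: Nicardipine and DMSO wells | Reagent: JC-1 as fluorescent efflux pump substrate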
Bcl-B Bim block: human Bim-Bcl-B interaction inhibition | Q9HD36 | bead-based flow cytometry, Bim peptide-Bcl-B binding | inhibition, % at 10 µM | hit rate 0.073% among 190,000 | AID 951;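 note: 0% = tracer peptide without compound and 100% = reference inhibitor peptide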
Target sequence (Q9HD36 whole entry, looked up): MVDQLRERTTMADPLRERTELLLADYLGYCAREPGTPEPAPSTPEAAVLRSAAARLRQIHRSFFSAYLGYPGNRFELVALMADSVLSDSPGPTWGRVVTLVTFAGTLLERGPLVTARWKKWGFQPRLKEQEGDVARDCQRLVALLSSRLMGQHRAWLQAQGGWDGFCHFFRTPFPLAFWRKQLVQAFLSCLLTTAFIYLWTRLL
RGS7-Gao: modulates binding of RGS7 to human Galphao | Multiplexed bead flow cytometry; actives lie on both sides | AID 1439 | P09471 | hit rate 0.35% among 220,000 | binding response (% of control), % at 10 µM; in the data active = binding response below about 49% or above about 150%; inconclusive = no clear call, values can overlap the other calls; inactive = in between;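 note: fluorescent Galphao held in activated GDP-AlF4 state binding bead-coupled RGS7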
ABCB1 inh: human ABCB1 inhibition, ABCG2 as counter-screen; P08183; CCRF-Adr cells, JC-1 efflux, flow cytometry; inhibition, % at 6.6 µM; hit rate 0.067% among 190,000; in the data active = inhibition above about 40%;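 note: 0% = vehicle and 100% = reference inhibitor; higher value means more JC-1 retained so stronger ABCB1 efflux block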
The depositor's hits bear a star; ? = inconclusive; nt = no result given. Cut-off read from the data, not from the text of the source, unless noted: active = inhibition above about 40%.

nr	Structure	RGS8-Gao reg	GSH fluor	Bim-Bcl-W	RGS4-Gao reg	Bim-Bcl-XL	Bfl-1 Bim block	Bim-Bcl-2	ABCG2 block	Bcl-B Bim block	RGS7-Gao	ABCB1 inh
1	C=CCNC(=S)N/N=C(\C)c1cccnc1	107	14	-2	118	0	-1	-2	4	-8	111	-0.3
2	CCOC(=O)Nc1nnc(/C=C/c2ccc(OC)cc2)s1	100	13	-2	102	-5	-7	-5	0	-5	101	-0.1
3	Oc1ccc(-c2n[nH]c(=S)n2Cc2ccco2)cc1	98	13	0	106	-6	2	-4	0	-12	101	-0.2
4	CCOC(=O)c1c(C)oc2c1c1c(c3ccccc32)OCN(Cc2cccnc2)C1	99	23	-1	98	0	3	0	-2	1	96	-0.6
5	COc1cc(NC(=O)CCC(=O)OCCCC(F)(F)C(F)(F)F)nc(OC)n1	97	19	0	102	0	1	1	3	2	97	0.5
6	Cn1c(-c2cnn(-c3ccccc3)c2-n2cccc2)n[nH]c1=S	98	24	-1	95	-3	-1	-3	1	-19	100	0.3
7	O=C(c1ccc(-c2ccccc2)cc1)C1CCCN(C(=O)c2cncs2)C1 (configuration not stated)	104	12	0	100	-3	-5	-2	4	-6	105	0.6
8	CC(OC(=O)/C=C/c1ccco1)C(=O)Nc1cccc([N+](=O)[O-])c1 (configuration not stated)	102	20	-3	102	-5	0	-6	26	-1	97	0.6
9	O=C(/C=C/c1ccc(Br)o1)NCc1ccccc1	92	13	0	90	-4	-2	0	3	-8	85	-0.2
10	O=C(/C=N/O)Nc1ccccc1	95	5	-1	91	-5	-16	-9	0	-5	97	0.1
11	O=C(Oc1ccccc1OC(=O)N1CCOCC1)N1CCOCC1	102	23	-1	100	0	-2	-2	-3	-1	102	-2.9
12	CCCCNCCOc1ccccc1-c1ccccc1	107	4	-3	102	-5	-1	-2	0	-6	105	0.7
13	COC(=O)c1ccccc1C(=O)N1CCCC(CCC(=O)NCc2ccc(F)c(F)c2)C1 (configuration not stated)	100	11	2	97	0	-2	-4	3	-1	97	0.1
14	O=[N+]([O-])c1ccc(N=Cc2ccc(Br)c([N+](=O)[O-])c2)cc1	100	7	-6	100	-6	-3	0	1	-4	100	1.8
15	O=C(Nc1cccc(F)c1)/C(=C\c1cccnc1)NC(=O)c1ccco1	94	11	-4	92	-5	-3	0	2	3	98	0.6
16	O=C(CNC(=O)c1cccc(Cl)c1)N/N=C/C=C/c1ccccc1	102	10	-4	96	-9	0	-3	3	-12	98	0.5
17	O=C(CN1CCN(S(=O)(=O)c2ccccc2)CC1)NC(=O)NC1CCCCC1	99	5	0	103	-3	-8	-9	0	-11	100	0.1
18	c1ccc(CN=C2Nc3ccccc3CS2)nc1	98	18	-2	100	-5	-6	-4	4	-6	99	0.3
19	O=C(NCc1cccs1)C1CCN(S(=O)(=O)N2CCCC2)CC1	100	25	0	102	1	0	-2	0	0	97	0.0
20	O=C(CC(C(=O)O)c1ccc(Cl)cc1)c1ccccc1 (configuration not stated)	101	13	-2	98	-2	-4	-2	4	-2	?	1.6
21	O=[N+]([O-])c1ccc(N(c2ccccc2)c2ccccc2)cc1	93	14	0	92	3	3	9	1	-19	96	0.6
22	O=C(N/N=C/c1cn(-c2ccccc2)nc1-c1cccnc1)c1ccccc1	103	13	0	104	1	-3	0	20	-1	95	-0.8
23	COc1ccc(-c2csc(Nc3ccc(S(N)(=O)=O)cc3)n2)cc1	100	56	0	104	-1	-3	-3	2	-3	101	0.0
24	O=C1S/C(=C/c2ccc(N3CCOCC3)o2)C(=O)N1Cc1ccc(F)cc1	86	16	7	100	5	27	-2	111*	-11	103	6.8
25	CCn1c(SCc2nc3scc(-c4ccccc4)c3c(=O)[nH]2)nnc1-c1cccs1	100	9	-8	97	-6	4	5	3	-3	98	1.1
26	CN(C)N1C(=O)CC(NNC(=O)c2ccncc2)C1=O (configuration not stated)	86	10	5	93	8	9	11	-3	1	95	-0.3
27	CC(=O)OC1COC(N2CCc3cc([N+](=O)[O-])ccc32)C(OC(C)=O)C1OC(C)=O (configuration not stated)	101	36	-1	100	-9	-16	-12	10	-10	99	0.0
28	CC1Cc2ccccc2N1S(=O)(=O)c1ccc2c(c1)n(C)c(=O)c(=O)n2C (configuration not stated)	102	52	2	100	-24	-12	-5	3	-7	103	1.0
29	C=CCc1c(C)[nH]c(=S)c(C#N)c1C	85	13	1	85	-6	26	-1	1	-22	113	-0.1
30	Cc1occc1C(=O)Nc1ccc2ccccc2c1	98	10	1	96	0	0	0	16	1	95	0.9

Some of the entries so far, with two lines to a compound.
Second line of a record: RGS8-Gao reg	GSH fluor	Bim-Bcl-W	RGS4-Gao reg	Bim-Bcl-XL	Bfl-1 Bim block	Bim-Bcl-2	ABCG2 block	Bcl-B Bim block	RGS7-Gao	ABCB1 inh
[17] O=C(CN1CCN(S(=O)(=O)c2ccccc2)CC1)NC(=O)NC1CCCCC1
 : 99	5	0	103	-3	-8	-9	0	-11	100	0.1
[18] c1ccc(CN=C2Nc3ccccc3CS2)nc1
 : 98	18	-2	100	-5	-6	-4	4	-6	99	0.3
[19] O=C(NCc1cccs1)C1CCN(S(=O)(=O)N2CCCC2)CC1
 : 100	25	0	102	1	0	-2	0	0	97	0.0

Other structures
nr	Structure	RGS8-Gao reg	GSH fluor	Bim-Bcl-W	RGS4-Gao reg	Bim-Bcl-XL	Bfl-1 Bim block	Bim-Bcl-2	ABCG2 block	Bcl-B Bim block	RGS7-Gao	ABCB1 inh
31	O=C(CCNS(=O)(=O)c1cccc2nsnc12)NC1CCCc2ccccc21 (configuration not stated)	101	43	-2	103	-3	-13	-11	3	-14	98	0.7
32	OCC1(Cc2ccccc2)CCN(Cc2ccc(-c3ccco3)cc2)CC1	97	16	-3	99	-7	0	-2	1	-11	99	0.5
33	NC(=O)CSc1cn(Cc2ccccc2)c2ccccc12	104	64	1	106	2	-3	-5	0	1	105	0.1
34	COC(=O)/C(C#N)=C/c1ccc(OC(=O)c2ccccn2)cc1	95	8	-3	103	-1	-2	-1	9	-4	104	-0.1
35	CCn1cc(CN2CCc3c([nH]c4ccccc34)C2c2cccc(O)c2)c(C)n1 (configuration not stated)	103	25	2	100	0	-6	0	1	-1	98	0.2
36	COc1ccc(OC)c(NC(=O)[C@@H]2CCCN2C(=O)c2cccs2)c1	105	9	0	100	-2	0	0	11	4	100	1.2
37	O=C(NCc1ccc(F)cc1)C(=O)Nc1nc(C23CC4CC(CC(C4)C2)C3)cs1	98	14	-4	99	-7	-3	-2	-6	-4	98	1.1
38	CCOC(=O)C1NN=C(C(=O)c2ccccc2)C1c1ccc(OC)cc1 (configuration not stated)	104	11	-4	101	-5	-5	-1	3	-6	98	0.9
39	Cc1ccccc1C(=O)OCc1cnc(Cl)s1	97	15	0	96	0	-2	0	2	2	100	0.7
40	COc1ccc(-n2c(Cc3cccn3C)nnc2SCC(=O)NCc2ccco2)cc1	99	14	-6	96	-7	-5	-8	4	-8	96	0.7
41	CN(CC(=O)N1CCN(c2ccccc2)CC1)S(=O)(=O)c1cccs1	101	71	-3	102	-1	-1	0	2	-2	103	-0.2
42	O=C(Nc1ccccc1C(F)(F)F)c1ccccn1	101	11	0	101	-1	-5	-4	16	0	106	-0.5
43	CON/C=C(\C=Nc1ccc(F)cc1)c1ncc(C(F)(F)F)cc1Cl	101	41	-3	104	0	-12	-11	2	-11	100	0.6
44	CCC(C)C(NC(N)=O)C(=O)Nc1ccc(C)c(Cl)c1 (configuration not stated)	101	6	-2	100	-5	0	-2	13	-1	98	-0.2
45	O=C1c2ccccc2C(=O)N1OCc1ccccc1	102	29	2	102	-2	-10	-6	6	-8	101	0.9
46	CC(=O)Oc1c(S(=O)(=O)c2ccc(C)cc2)c(C)nn1-c1ccccc1	99	5	5	99	-3	-7	-3	0	-8	97	0.0
47	CNC1=CC(=O)CC(c2ccccc2)C1 (configuration not stated)	99	14	-1	98	-2	-8	-2	-2	-3	92	0.1
48	CC1=NOC(=O)/C1=C/c1ccc(O)cc1	97	9	-4	95	-1	-2	-1	0	-1	88	-0.1
49	CCOc1cccc(C(=O)Nc2nnc(-c3cccs3)s2)c1	98	36	0	96	7	-10	-6	1	-5	97	0.1
50	O=C(Nc1ccc(F)cc1F)c1ccc(-n2cccn2)nc1	105	16	-5	107	-6	-7	-4	2	-7	107	0.2
51	O=c1oc2ccccc2c(N2CCCCC2)c1CN1CCCCC1	103	23	0	109	-5	-12	-9	8	-7	104	-0.2
52	COc1ccc(OC)c(Nc2nc(N)nc(CSc3nnc(N)s3)n2)c1	104	14	4	102	2	1	-1	3	6	104	0.6
53	Cc1ccc(S(=O)(=O)N2CCOCC2)cc1NC(=O)c1cccc(S(=O)(=O)N2CCCC2)c1	98	19	0	99	0	-6	-1	2	-2	99	0.1
54	COc1cc(C(=O)N/N=C/c2ccccn2)cc(OC)c1OC	13*	11	-5	20*	-2	-5	-1	4	-4	?	1.3
55	COc1ccccc1OCCNC(=O)Cc1ccc(Cl)c(Cl)c1	97	20	-1	96	0	-7	-5	5	-6	91	0.5
56	CCOc1ccc(NC(=O)CN2C(=O)CSC(C)C2=O)cc1 (configuration not stated)	106	12	-1	102	-3	-8	-3	1	-2	101	-0.2
57	Nc1ncnc2nc(SCc3ccccc3)[nH]c12	103	35	0	104	-8	-15	-11	-16	-5	100	-1.8
58	O=C(c1ccccc1)N1CCCc2ccccc21	99	43	nt	90	nt	nt	?	1	nt	99	0.8
59	CCCc1noc2c1/C(=N\O)CC(c1ccccc1)C2 (configuration not stated)	98	15	1	96	2	4	4	-1	0	99	-0.2
60	CSCCC(NC(=O)c1cccc([N+](=O)[O-])c1)c1nc2ccccc2[nH]1 (configuration not stated)	109	9	-3	100	-8	-12	-7	4	0	100	0.6
61	CCNC(=O)c1ccccc1SCC(=O)Nc1ccc(F)cc1	94	11	4	91	-2	-2	0	2	-2	88	0.6
62	CC(=C1C(=O)c2ccccc2C1=O)N1CCN(Cc2ccccc2)CC1	99	35	-2	100	-8	-3	-1	-6	0	95	-1.3
63	CC(=O)c1oc2ccccc2c1NC(=O)CN1CCCCC1	104	13	-5	103	-6	-3	0	2	-10	99	0.3
64	COc1ccc(-n2nnnc2SCC(=O)NCc2cccs2)cc1	89	16	0	99	1	1	0	9	0	99	2.4
65	O=C(CCSc1ccc(Cl)cc1)N1CCN(c2ncccn2)CC1	102	29	-3	102	-5	-14	-10	30	-9	102	1.6
66	CCOC(=O)c1ccc(NC2c3ncccc3C(=O)N2Cc2ccc(F)cc2)cc1 (configuration not stated)	101	13	-2	99	1	0	-4	21	3	101	4.4
67	CCC(=O)N1C(=O)C2(Nc3ccccc3N2)c2ccccc21	103	67	0	99	0	0	-5	7	0	96	0.2
68	CC(C)CN(CCC(=O)O)CC(C)C	101	6	1	101	-3	-10	0	0	-4	103	0.3
69	O=C(O)CNC(=O)CC1S/C(=N/N=C2/NC(=O)CS2)NC1=O (configuration not stated)	113	8	-2	113	-4	-7	-2	8	-11	114	0.3
70	COc1ccc(C2CC(Cn3cc(C#N)c(=O)n(C)c3=O)ON2C)cc1 (configuration not stated)	100	69	-2	97	-2	-1	-4	1	-2	97	-0.4

Assay outcomes from PubChem.

Outcome played no part in choosing rows. Share with any hit: about 1.1%.
